High-throughput results (PubChem BioAssay)
SSB-PriA inh = inhibitors of Klebsiella pneumoniae PriA binding to SSB C-terminal tail, primary screen, biochemical, AlphaScreen | PriA–SSB C-terminal tail interaction (Klebsiella pneumoniae) | AlphaScreen SSBct-PriA binding, biotinylated peptide | inhibition, % at 33 µM | actives 0.6% (n = 430,000); in the data active = inhibition mostly above about 37%, no sharp cut-off; inactive = mostly below about 20%;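 note: plate controls were negative control peptide for no effect and reference peptide for full effect; strong numbers were not always called active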
Numbers without * were called inactive; & = joins results of further samples. Some of the compounds tested (hit frequency here may not be typical).

SMILES | SSB-PriA inh
NC(=O)c1ccccc1NC=CC(=O)c1ccco1 | 4
COc1ccc(-c2ccc(C)c(NC(=O)COc3ccccc3)c2)nn1 | 3
O=C(Cc1ccsc1)N1CC(Oc2nccs2)C1 | -11
Cc1cc(C)nc(Sc2ccc(S(C)(=O)=O)cc2[N+](=O)[O-])n1 | -5
O=C(c1ccccc1I)N1CCN(c2ccc(N3CCOCC3)nn2)CC1 | 3
CCOc1cccc2sc(N(CCN(CC)CC)C(=O)c3ccc(S(=O)(=O)N(C)Cc4ccccc4)cc3)nc12 | 20
C[N+](C)(C)c1ccc(C=NNc2nc(Cl)c(C#N)c(Cl)c2Cl)cc1 | -3
O=C(Nc1nnc(-c2ccc(Br)cc2)o1)c1cccc(Br)c1 | 2
O=S(=O)(NC1CCN(c2nccs2)CC1)c1ccc(Br)s1 | 7
O=C(NCCN1CCOCC1)C(=O)NCC(c1cccs1)N1CCc2ccccc2C1 (stereo not given) | -15

(further entries)
SMILES | SSB-PriA inh
COc1ccccc1OCCNC(=O)c1cc(-c2cc(C)ccc2C)n[nH]1 | -13
O=C(NCC(c1ccsc1)N1CCCC1)Nc1ccc(Cl)cc1 (stereo not given) | -8
CCOc1ccc(-c2nc(NC(=O)C3CCN(S(C)(=O)=O)CC3)sc2C)cc1 | -16&-6
COc1ccc(-c2nsc(SCC(=O)Nc3nc4ccccc4s3)n2)cc1 | 4
O=C(c1cc2ccccc2s1)N(CCc1cccs1)C1CC1 | -32
Cc1ccc2c(c1)NC(=O)c1cc(N)ccc1O2 | 29
COc1ccc(S(=O)(=O)N2CCCC[C@@H]2CC(=O)Nc2nccs2)cc1 | -14
CCCCn1c(O)c(C(C)=NNC(=O)Nc2ccccc2)c(=O)[nH]c1=O | -8
O=c1[nH]c(=S)[nH]c2c1cnn2CCO | -8
O=C(Nc1nc(-c2ccco2)cs1)C1(c2cccs2)CCCC1 | -14

Next entries follow.
SMILES | SSB-PriA inh
O=C(O)/C(=C\c1ccccc1)NC(=O)c1ccc(Cl)cc1Cl | -6
Cc1cccc2sc(OC3CN(C(=O)Cc4ccc(F)cc4)C3)nc12 | -5
CCOc1cc(C=NNC(=O)c2cc(-c3cccnc3)nc3ccccc23)ccc1O | -4
O=C(CSc1n[nH]c(=O)[nH]c1=O)NN=C/C=C/c1ccccc1 | 0
CC1C2CC(C(CN(C)C)C2=NO)C1(C)C (stereo not given) | -4
COc1ccc(C)cc1NC(=O)Cc1csc(Nc2cccc(Cl)c2)n1 | 1
Cc1cccc(CS(=O)(=O)Nc2ccc3c(c2)CN(C(=O)c2cccs2)CC3)c1 | -7&0
CC(=NNC(=O)COc1ccc(C(C)(C)C)cc1)c1ccc2c(c1)OCCO2 | -7
CC(C)S(=O)(=O)c1ccc(CC(=O)N2CCSC(c3ccccc3F)CC2)cc1 (stereo not given) | 8
O=C(NCc1ccco1)C1CCN(Cc2nc3ccccc3[nH]2)CC1 | -13

The listing continues:
SMILES | SSB-PriA inh
CCOC(=O)N1CCN(/C=C2\Oc3c(ccc(O)c3C)C2=O)CC1 | 2
Cn1cc(C(=O)N2CCN(c3ccc(-c4noc(C5CC5)n4)cn3)CC2)nn1 | -3
Cc1cc(NC(=O)C(=O)NCC(c2ccsc2)N2CCCC2)no1 (stereo not given) | 7
CCCCS(=O)(=O)N1CC(c2nc(C)no2)C1 | 6
CCC(=O)Nc1ccc(SCC(=O)Nc2cc(C)on2)nn1 | -12
COc1ccc(NC(=O)c2oc3ccccc3c2NC(=O)c2ccc(Br)o2)cc1OC | -1
O=C(Cc1c[nH]c2ccccc12)N1CC(S(=O)(=O)c2ccc(F)cc2)C1 | -1
COc1ccc(CC(=O)Nc2ccc3c(c2)C(=O)NCCO3)cc1 | -13
C/C(=N/Nc1nnc(Cc2ccccc2)c(=O)[nH]1)c1ccccc1O | -4
Cc1cccc(N2CCN(C(=O)Cc3cc(=O)[nH]c(SCc4ccccc4)n3)CC2)c1 | -2

Further compounds follow:
SMILES | SSB-PriA inh
CCOC(=O)NN=Cc1ccc(OC/C=C/c2ccccc2)cc1 | -11
CCOc1ccc(S(=O)(=O)N2CCN(Cc3ccc4c(c3)OCO4)CC2)c(C)c1C | -9&12
O=C(c1ccc(F)cc1F)N1CCCC(c2nnc(-c3cccs3)o2)C1 (stereo not given) | -16
NC(COc1ccc(Cl)cc1Cl)=NNS(=O)(=O)c1ccccc1 | -18
O=c1oc2cc(OCC(O)CN3CCN(c4ccccc4F)CC3)ccc2c2c1CCC2 (stereo not given) | 3
O=C1OC(c2ccccc2)C(=C(O)c2ccc(Cl)cc2)C1=O (stereo not given) | -3
O=[N+]([O-])c1ccc(Cl)c(C=NNc2nc(N3CCOCC3)nc(N3CCOCC3)n2)c1 | -16
O=C(N[C@H]1C/C=C/C[C@@H](CC(=O)N(CCO)Cc2ccccc2)C(=O)N2CCC[C@H]2COC1=O)OCC1c2ccccc2-c2ccccc21 | -5
CC(=O)c1cccc(NC(=O)c2cc(=O)[nH]cn2)c1 | -1
O=C(COc1ccc(Cl)cc1Cl)Nc1nnc2n1CCS2 | -12

Continued.
SMILES | SSB-PriA inh
Cc1ccc2oc(=O)n(CCOc3ccc(Br)cc3)c2c1 | 6
CCOc1ccc(N2C(=O)c3ccc(C(=O)O)cc3C2=O)cc1 | -17
C=CCn1c(SCCCC(=O)Nc2ccccc2C(F)(F)F)nc2sc(C)c(C)c2c1=O | -5
O=C(Nc1cccc(C(F)(F)F)c1)c1ccc(NC(=O)c2ccc(Cl)cc2Cl)cc1 | -9
NC(=O)c1ccccc1NC(=O)c1ccc(=O)n(Cc2cccc(C(F)(F)F)c2)c1 | 2
NC(=O)c1c(NC(=O)CSc2ccc(Cl)cc2)sc2c1CCCCC2 | -17
Cc1cc2ncc3c(n2n1)CCN(C(=O)Cn1c(=O)oc2ccccc21)C3 | 7
O=C(Nc1ncc(S(=O)(=O)c2ccc([N+](=O)[O-])cc2)s1)c1ccc(Cc2ccccc2)cc1 | -13
Cc1noc(C)c1CCC(=O)NCCCn1ccc2cccnc21 | -25
O=C(NCc1cccnc1)c1ccc2nccnc2c1 | 6

Remaining list, next part:
SMILES | SSB-PriA inh
C/C(C=NN1CCN(Cc2ccc(C)cc2)CC1)=C\c1ccccc1 | -5
O=C(/C=C/c1ccccc1)Nc1ccc(OC(F)F)cc1 | -16
CC(=NNC(=O)c1ccc(Cl)cc1)c1cccc(NC(=O)c2cccnc2)c1 | 2
O=C(c1cccc(Oc2ccccn2)c1)N1CCN(c2ccccc2F)CC1 | -10
O=c1cccnn1CCN1CCN(S(=O)(=O)Cc2cc(F)ccc2F)CC1 | -11
Cc1cc(NC(=O)CCc2nnc3n(CC(C)C)c(=O)c4sccc4n23)ccc1Br | 10
CCCCCCN[C@@H](CC(=O)Nc1cccc(O)c1)C(=O)O | -4
COCCn1c(=NC(=O)c2ccc(C#N)cc2)sc2cc(C)ccc21 | -4
COc1ccc(C(=O)NN=Cc2ccccn2)cc1OC | -4
CCCCCCC1C(=O)NC(=S)NC1=O | 2

Other records follow.
SMILES | SSB-PriA inh
Cc1nn(-c2ccccc2)c(Cl)c1C=NN1CCN(c2ccccn2)CC1 | -2
CCc1ccc(C=NNC(=O)c2cc(-c3ccncc3)nc3ccccc23)s1 | 5
O=C(O)c1ccc(N=Cc2sc(=S)n(-c3ccccc3)c2O)cc1 | 9
CCOc1ccc(-n2c(=O)[nH]c3c(C(N)=O)nc(C4CCCCC4)nc32)cc1 | -8
CCOC(=O)C(/C=C(\C#N)C(=O)OCC)=C(N)N1CCN(c2ccccc2)CC1 | -8
CCOC(=O)C1CCN(C(=O)Cn2ccn3nc(-c4ccc(OCC)cc4)cc3c2=O)CC1 | -4
CC(C)n1cnc(S(=O)(=O)Nc2ccc(-c3csc(Nc4cccnc4)n3)cc2)c1 | 2
Cc1ccc(NC(=O)Cc2cc(=O)[nH]c(SCc3ccccc3)n2)cc1Cl | -9
CCN1CCc2c(sc(NC(=O)CCSc3ccc(Cl)cc3)c2C(N)=O)C1 | 7
COc1ccccc1OCCSc1nc2c(C)cccc2[nH]1 | -28&-5

Additional compounds:
SMILES | SSB-PriA inh
O=C(Nc1cnn(CC2CCOCC2)c1)C1CC=CCC1 (stereo not given) | -9
O=C(O)c1cc(NN=Cc2ccc(-c3ccccc3)cc2)ccc1Cl | 0
COc1ccc(C(N)=NOC(=O)Cc2ccccc2)cc1 | -49
CC(=CC(=O)c1ccc(C)cc1)Nc1cccc(O)c1 | 4
CCOC(=O)c1oc2ccccc2c1NC(=O)CS(=O)(=O)c1ccccc1 | -11
O=C(Nc1ccc(Cl)cc1)Nc1nc(CC(=O)N2CCC(Cc3ccccc3)CC2)cs1 | -7
O=C(Cc1nnc(NC(=O)c2ccccc2)s1)NN=Cc1cccc(O)c1 | -5
CS(=O)(=O)N1CCC[C@H]1C(=O)Nc1nc2cc3c(cc2s1)OCO3 | -2
Cc1cc(C)cc(C(=O)NCCn2cc(SCC(=O)Nc3cc(C)on3)c3ccccc32)c1 | 15
CN1CCN(C(CNC(=O)C(=O)Nc2ccc(F)c(Cl)c2)c2ccsc2)CC1 (stereo not given) | 12

Structures above that contain a cyano group (three):
SMILES | SSB-PriA inh
C[N+](C)(C)c1ccc(C=NNc2nc(Cl)c(C#N)c(Cl)c2Cl)cc1 | -3
COCCn1c(=NC(=O)c2ccc(C#N)cc2)sc2cc(C)ccc21 | -4
CCOC(=O)C(/C=C(\C#N)C(=O)OCC)=C(N)N1CCN(c2ccccc2)CC1 | -8

Further structures.
SMILES | SSB-PriA inh
CC(C)(Oc1ccc(Cl)cc1)C(=O)NCC1CCN(c2ccncc2)CC1 | 10
COc1ccc2c(CC(=O)Nc3ccc(S(=O)(=O)Nc4ncccn4)cc3)cc(=O)oc2c1 | -12
CCOc1ccccc1C(=O)N(CN1CCCC1=O)c1ccc(C)cc1 | -4
CC(C)(Oc1ccc(Cl)cc1)C(=O)NCC1(O)Cc2ccccc2C1 | 0
O=C(NCC1CC(=O)N(c2ccc(F)cc2)C1)NC1CCCCC1 (stereo not given) | -3
COc1ccc(C(C)=NNC(=O)c2ccc(-c3ccccc3)cc2)c(F)c1 | -5
CC(CCc1ccc2c(c1)OCO2)=NN=C1NC(=O)CC(C(=O)Nc2ccc(C(=O)O)cc2)S1 (stereo not given) | 7
Cc1ccccc1NCC(=O)NN=Cc1c[nH]c2ccccc12 | 20
O=C(CSc1nc2ccccc2o1)N(CC(F)(F)F)C1CCOCC1 | -2
O=C(NCCSC1CCOCC1)c1cccs1 | -17

Additional results
SMILES | SSB-PriA inh
CCSc1ccccc1C(=O)N1CCC(Oc2ncccc2Br)CC1 | -5
CCCCCCOc1ccc(C(=O)Nc2cnc3ccccc3c2)cc1 | 7&11
O=S(=O)(NCC1CCN(Cc2ccccc2)CC1)c1ccc(F)cc1 | -2
CCOc1cc(C=NNC(=O)c2ccc(NC(=O)C(C)(C)C)cc2)ccc1OC(=O)c1ccc(OC)cc1 | -5
O=C(c1c[nH]c(=O)n(Cc2ccccc2Cl)c1=O)N1CCN(c2ncccn2)CC1 | -7
CCN1C(=O)c2cc(NC(=O)COC)ccc2Oc2ccccc21 | 11
Cc1ccccc1-c1cc(=O)c2cc(NC(=O)Nc3ccccc3)ccc2o1 | -5
Cc1cc2ccccn2c1C(=S)Nc1ccccc1 | 94
O=C(Cc1ccc(NC(=O)N2CCNC2=O)cc1)NC1CC1 | -18
Cc1cccc(/C=C2/SC(=NN=C3CC4CCC3(C)C4(C)C)NC2=O)c1 (stereo not given) | 6

Later entries
SMILES | SSB-PriA inh
COC(=O)CCSc1ncnc2scc(-c3ccc(Cl)cc3)c12 | -7
CCc1cccc(NC(=O)Cn2nc3ccc(C(=O)Nc4ccc(C)cc4)cn3c2=O)c1 | -8
COc1ccc(S(=O)(=O)N2CCS[C@H](c3ccccc3)CC2)cc1F | 0
Cc1nnc(NC(=O)CN2CC(c3nc(-c4cnccn4)no3)C2)s1 | -10
CCCCc1ccc(NC(=O)CSc2n[nH]c(=O)c3cc(-c4ccco4)nn23)cc1 | -6
Cc1cc(NC(=O)C(=O)NCC(c2ccsc2)N(C)C)c2ccccc2n1 (stereo not given) | 8
O=C(NCCCOc1cccc2cccnc12)c1cccnc1 | -3
O=C(Nc1ccc(-n2nnn(CC(=O)N3CCOCC3)c2=O)cc1)c1c(F)cccc1F | -18
Nc1nc(-c2ccc(Cc3ccccc3)cc2)cs1 | 1
O=C(NCC1CCN(Cc2ccsc2)CC1)c1cc(C2CC2)on1 | -17

Some of these compounds in order of formula weight, lowest first:
SMILES | SSB-PriA inh
Nc1nc(-c2ccc(Cc3ccccc3)cc2)cs1 | 1
Cc1nnc(NC(=O)CN2CC(c3nc(-c4cnccn4)no3)C2)s1 | -10
COc1ccc(S(=O)(=O)N2CCS[C@H](c3ccccc3)CC2)cc1F | 0

Later entries:
SMILES | SSB-PriA inh
O=C(c1ccc(Br)s1)N1CCN(c2nc3c(F)cccc3s2)CC1 | -16
Cc1ccc(O[C@H]2CCCN(S(=O)(=O)c3cccnc3)C2)nn1 | -9
CCCCC(=O)NN=Cc1c(O)n(C2CC2)c(=S)[nH]c1=O | -19
O=c1c(-c2ccc(Cl)cc2)coc2cc(O)ccc12 | -7
CSc1ncccc1C(=O)N1CC(S(=O)(=O)Cc2ccco2)C1 | -7
CS(=O)(=O)N1CCC(CNC(=O)c2cnc3ccccc3n2)CC1 | -12
O=S(=O)(c1cccnc1)N1CCC(c2nnc(-c3ccc(F)cc3)o2)CC1 | -3
CCN(CC)CCN1C(=O)C(=O)C(=C(O)c2ccccc2)C1c1ccccc1F (stereo not given) | 6
CC(C)CC(=O)NCCCn1nc(-c2ccc(F)cc2)ccc1=O | -10
Cc1cccc(C(=O)N2CCCC(c3nnc(CC(C)(C)C)o3)C2)c1 (stereo not given) | -6
Cc1ccc(NC(=O)C(=O)NC[C@](C)(O)c2cc3ccccc3s2)cc1F | -4
O=C(CSc1nc2scc(-c3ccco3)c2c(=O)n1-c1ccccc1)Nc1nsc(-c2ccc(Cl)cc2)n1 | -23&-9
Cc1c(Cl)cccc1S(=O)(=O)NCC1CCN(c2nc3ccccc3o2)CC1 | -8
